hIAP activ = human IAP activators, primary screen, biochemical, luminescence, uHTS. purified human IAP, CDP-Star luminescence, 30 min; hits give high values; 1 = vehicle-only enzyme, 0 = enzyme-free background. activation factor at 10 µM. 0.16% of 330,000 active. AID 2524, 2010;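 active = activation factor of the enzyme at least 2-fold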; note: the source names both 10 and 20 µM as test concentration; values of inactives mirror those of a sister screen read the other way
Target sequence (P09923 whole entry, looked up): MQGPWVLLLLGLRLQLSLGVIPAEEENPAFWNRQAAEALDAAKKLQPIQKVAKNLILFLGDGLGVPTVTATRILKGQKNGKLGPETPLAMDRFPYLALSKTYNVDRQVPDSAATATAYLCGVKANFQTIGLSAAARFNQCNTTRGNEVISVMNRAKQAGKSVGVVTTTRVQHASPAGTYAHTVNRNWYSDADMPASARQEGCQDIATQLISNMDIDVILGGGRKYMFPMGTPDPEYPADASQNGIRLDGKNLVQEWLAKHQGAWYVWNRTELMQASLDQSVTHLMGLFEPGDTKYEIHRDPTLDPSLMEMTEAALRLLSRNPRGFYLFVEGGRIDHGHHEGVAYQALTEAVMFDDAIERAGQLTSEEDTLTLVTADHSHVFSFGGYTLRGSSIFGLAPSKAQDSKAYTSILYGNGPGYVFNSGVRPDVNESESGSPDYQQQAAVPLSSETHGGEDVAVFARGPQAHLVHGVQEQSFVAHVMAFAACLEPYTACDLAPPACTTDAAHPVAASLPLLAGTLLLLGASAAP
NALP3 yeast inh = NALP3 inflammasome inhibitors in reconstituted yeast, primary screen, luminescence, uHTS | 0.39% of 330,000 active | inhibition, % at 10 µM | Yeast reconstituted NLRP3/ASC/caspase-1, beta-gal luminescence, 24 h;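 active = inhibition of 50% or more; inactive = inhibition below 50%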;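 note: plate controls were induced DMSO wells for no effect and uninduced yeast grown without galactose for full effect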
SENP1 inh = human SENP1 catalytic domain inhibitors, primary screen, biochemical, FRET, uHTS | recombinant SENP1 catalytic domain, CyPet-SUMO1-YPet FRET cleavage | inhibition, % at 10 µM | 0.21% of 360,000 active | AID 624204, 2012;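 active = inhibition at least 30% at 10 µM, raw YFP signal under a set limit, fluorescence ratio 0.5 to 1.5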;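 note: 0% = enzyme with DMSO and 100% = no enzyme wells; some results filed as inactive read as strong as hits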
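Material – human SENP1 catalytic domain · Input – SENP1 enzyme, 20 pM final · Compound dosing – single concentration of 10 µM compound, 0.5% DMSO final · Timing – enzyme reaction for 50 min at room temperature, dark · Measured by – FRET fluorescence in CFP and YFP emission channels · Control set – no-enzyme wells low, DMSO-plus-enzyme wells high control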
APOBEC3G inh = APOBEC3G DNA deaminase inhibitors, primary screen, biochemical, fluorescence, single-stranded DNA substrate, uHTS. DNA dC->dU-editing enzyme APOBEC-3G (Homo sapiens), Q9HC16. recombinant A3G, ssDNA deamination FAM/TAMRA fluorescence. inhibition, % at 20 µM. 0.28% of 330,000 active;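 active = inhibition of at least 40% at 20 µM, with no more than 30% in the related APOBEC3A deaminase screen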;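 note: plate controls were DMSO wells with A3G for no effect and wells lacking A3G enzyme for full effect; some compounds called inactive have numbers as strong as hits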
Target sequence (Q9HC16 whole entry, looked up): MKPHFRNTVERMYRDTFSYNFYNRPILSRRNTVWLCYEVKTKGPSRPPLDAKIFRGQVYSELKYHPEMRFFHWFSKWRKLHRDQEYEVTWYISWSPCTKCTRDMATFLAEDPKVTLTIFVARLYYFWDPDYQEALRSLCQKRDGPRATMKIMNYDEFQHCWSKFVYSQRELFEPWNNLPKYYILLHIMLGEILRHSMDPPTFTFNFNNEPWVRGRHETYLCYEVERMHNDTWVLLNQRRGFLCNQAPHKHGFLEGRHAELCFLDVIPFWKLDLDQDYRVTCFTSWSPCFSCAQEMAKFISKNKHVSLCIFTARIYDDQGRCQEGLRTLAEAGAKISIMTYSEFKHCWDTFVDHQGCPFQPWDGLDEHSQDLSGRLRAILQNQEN
beta cell repl = inducers of MIN6 beta-cell proliferation, primary screen, ATP luminescence, uHTS. MIN6 cells proliferation, ATPlite luminescence, 48 h; cells starved in 0.2% serum; 100% = growth in 10% serum. proliferation, % at 10 µM. 0.29% of 330,000 active;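 active = compounds whose signal lies at least 3.5 SD above the mean of all wells on their plate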;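 note: 0% = DMSO-treated cells in low-serum medium and 100% = 10% serum control; some compounds called inactive have numbers as strong as hits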
mIAP block = inhibitors of mouse IAP, primary screen, biochemical, luminescence, uHTS; purified mouse IAP, CDP-Star luminescence, 30 min; AID 2806, 2010; inhibition, % at 10 µM; 0.2% of 330,000 active;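 active = inhibition of at least 40% at 10 µM in the primary screen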;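 note: plate controls were DMSO with enzyme for no effect and no enzyme wells for full effect; values of inactives mirror those of a sister screen read the other way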
APOBEC3A inh = APOBEC3A ssDNA deaminase inhibitors, primary screen, selectivity assay for APOBEC3G inhibitor project, biochemical, FAM/TAMRA oligo cleavage fluorescence; DNA dC->dU-editing enzyme APOBEC-3A (Homo sapiens), P31941; recombinant A3A, FAM/TAMRA ssDNA deamination fluorescence; inhibition, % at 20 µM; 0.41% of 330,000 active;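 active = at least 40% inhibition at 20 µM here, with at most 30% in a related deaminase screen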;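 note: plate controls were A3A with DMSO for no effect and wells lacking A3A enzyme for full effect; some results filed as inactive read as strong as hits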
hIAP inh = human IAP inhibitors, primary screen, biochemical, luminescence, uHTS | Intestinal-type alkaline phosphatase (Homo sapiens), P09923 | purified IAP, CDP-Star luminescence, 30 min | inhibition, % at 10 µM | 0.12% of 330,000 active | AID 2544, 2010;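 active = inhibition reaching a set limit with compound at 10 µM in the primary screen, cut at about 35% in these data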;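 note: plate controls were DMSO wells with enzyme for no effect and no-enzyme buffer wells for full effect; values of inactives mirror those of a sister screen read the other way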
mIAP activ = activators of mouse IAP, primary screen, biochemical, luminescence, uHTS. intestinal alkaline phosphatase [Mus musculus]. 0.24% of 330,000 active. muIAP, CDP-Star luminescence, 30 min; hits give high values; 1 = vehicle-only enzyme signal, 0 = enzyme-free wells. activation factor at 10 µM;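 active = activation factor of at least 2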; note: the source names both 10 and 20 µM as test concentration; values of inactives mirror those of a sister screen read the other way
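Assay system: mouse IAP enzyme / Compound: DMSO-dissolved test compounds / Timing: 30 min, room temperature / Measured by: luminescence from enzymatic CDP-Star hydrolysis / Control set: DMSO-only wells, enzyme-free buffer wells as negative control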
Active calls of the source: *; / = not tested or not shown.

SMILES,hIAP activ,NALP3 yeast inh,SENP1 inh,APOBEC3G inh,beta cell repl,mIAP block,APOBEC3A inh,hIAP inh,mIAP activ
COC(=O)C1=C(C)N=C2SC(C)C(=O)N2C1/C=C/c1ccccc1OC (configuration not stated),1.1,8,-6,-3,-2,19,3,-10,0.81
COC(=O)c1ccc(NC(=O)Nc2ccccc2C)cc1,0.98,14,3,-2,-3,-54,-2,2,1.5
COc1ccc(C(=O)COC(=O)Cn2c(C)csc2=O)c(OC)c1,0.96,14,1,5,1,1,7,4,0.99
CSc1cccc(NC(=O)CN(Cc2ccc(Cl)cc2)S(C)(=O)=O)c1,0.82,2,1,-6,-3,-35,-1,18,1.3
CC(=O)COc1ccc2cc(-c3ccccc3)c(=O)oc2c1,1.1,22,-180,-5,-2,3,-9,-10,0.97
COc1ccc(CN2C(=O)c3cccnc3C2=O)cc1S(=O)(=O)N1CC(C)CC(C)C1 (configuration not stated),1.1,1,0,-3,-1,1,-2,-10,0.99
Cc1ccc(-n2c3nc(=O)[nH]c(=O)c-3cc3cc([N+](=O)[O-])ccc32)cc1C,1,-8,-34,3,-6,10,2,-4,0.9
O=C1c2ccccc2C(=O)c2c1ccc1c(=O)n(C3CCCCC3)[nH]c21,1.1,9,-3,-5,-5,0,-1,-5,1
CCC(c1nnnn1C(C)(C)C)N1CCN(C(=O)c2ccco2)CC1 (configuration not stated),0.95,0,1,-4,-1,5,1,5,0.95
COc1ccccc1CNC(=O)c1ccccc1OCc1ccc(F)cc1,0.87,20,0,-3,0,1,0,13,0.99
NS(=O)(=O)c1ccc(CNC(=O)C(Cc2ccccc2)NS(=O)(=O)c2ccccc2F)cc1 (configuration not stated),0.94,16,-1,-5,1,8,-3,6,0.93
COc1ccc(S(=O)(=O)c2c(O)c3ccc(C(=O)Nc4ccc(F)cc4)cc3[nH]c2=O)cc1,1.1,5,2,2,2,-3,0,-9,1
O=C(NC(=S)NCCc1ccccc1)c1cccc(Cl)c1,0.97,28,3,-2,-7,19,-1,3,0.81
O=[N+]([O-])c1cc(/C=N/n2cnnc2)ccc1N1CCCC1,0.93,-4,5,-7,-2,5,-4,7,0.95
CCOC(=O)N1CCN(C(=O)C2CCC(=O)N(CCc3ccccc3)C2)CC1 (configuration not stated),0.93,8,1,0,-3,-10,0,7,1.1
Cc1cc(-c2cc(C(=O)NCc3ccccc3)on2)nc(NCC2CC2)n1,1.2,37,1,-8,0,2,-1,-17,0.98
O=C(NCc1ccccc1)c1ccccc1NC(=O)C1CCCCC1,0.82,14,2,-3,-1,-8,0,18,1.1
CC(=O)c1cccc(NC(=S)NC(=O)c2cncc(Br)c2)c1,0.97,15,0,-5,1,13,-4,3,0.87
CCN(CC)CCOC(=O)c1ccc(NC(=O)c2ccc(Cl)c(S(=O)(=O)N3CCCCCC3)c2)cc1,0.82,11,1,-1,-5,6,2,18,0.94
Cn1c(=O)c2sccc2n(Cc2ccccc2)c1=O,1.1,19,2,-7,-1,-8,-5,-7,1.1

Single entries from the results shown:
Reading of CC(=O)c1cccc(NC(=S)NC(=O)c2cncc(Br)c2)c1 under NALP3 yeast inh: 15
Reading of O=C(NC(=S)NCCc1ccccc1)c1cccc(Cl)c1 under APOBEC3G inh: -2
Reading of CCOC(=O)N1CCN(C(=O)C2CCC(=O)N(CCc3ccccc3)C2)CC1 (configuration not stated) under mIAP activ: 1.1
Reading of COc1ccc(S(=O)(=O)c2c(O)c3ccc(C(=O)Nc4ccc(F)cc4)cc3[nH]c2=O)cc1 under NALP3 yeast inh: 5

Following part.
SMILES,hIAP activ,NALP3 yeast inh,SENP1 inh,APOBEC3G inh,beta cell repl,mIAP block,APOBEC3A inh,hIAP inh,mIAP activ
Clc1cccc(/C(Cc2nc3ccccc3[nH]2)=N\Nc2ccccc2)c1,1.2,4,-32,1,0,1,2,-15,0.99
CCN(Cc1ccccc1)C(=S)NC(=O)c1ccccc1Br,1.2,40,1,-11,-3,-4,-7,-24,1
Cc1ccc(/C=C(\NC(=O)c2ccccc2)C(=O)N2CCCCC2)cc1,1.2,-2,4,-3,-5,0,-5,-16,1
COc1ccc2[nH]c3c(c2c1)CC(C)NC3=O (configuration not stated),1.1,8,2,-4,7.3*,-5,-7,-14,1
COc1ccccc1OCCn1c(C)c(C=O)c2ccccc21,1.1,24,2,-2,1,-2,-3,-14,1
CCOC(=O)Cn1c(=O)c2c(nc3n2CCCCN3c2ccc(OCC)cc2)n(C)c1=O,1.1,0,3,-8,0,-3,-3,-6,1
CCOC(=O)N1CCN(C(=O)CSc2ccc(-c3ccccc3OC)nn2)CC1,1.1,2,0,-1,-1,-5,1,-6,1
COC(=O)C(C(=O)Nc1cccc(Cl)c1C)C1CCCC1 (configuration not stated),0.91,-2,3,-6,4,-1,-3,9,1
COc1ccccc1NC(=O)Cc1nc(CCl)cs1,1.1,24,-3,-1,0,6,4,-7,0.94
Cc1no[n+]([O-])c1COc1ccccc1/C=C1\NC(=S)NC1=O,1.1,5,0,-4,-2,0,-1,-13,1
CCOC(=O)C(NCCc1ccccc1F)(NC(=O)CC)C(F)(F)F (configuration not stated),0.9,9,1,-10,0,-3,-2,10,1
Cc1ccc(C2=NC3(CCCC3)NC2=S)cc1,1,15,1,-4,2,12,2,0,0.88
O=C(Nc1cccc(F)c1)NC1(C(=O)NCC2CCCO2)CCCCC1 (configuration not stated),1,0,2,-6,0,0,2,-4,1
CCn1c(SCc2nc(-c3ccccc3)no2)nc2ccccc21,0.86,20,1,-4,0,-5,-2,14,1
COc1ccc(C(=O)NC(=O)Nc2cc(C)ccn2)cc1,0.94,19,1,10,-5,0,5,6,0.99
O=C(c1cn(-c2ccccc2)nc1-c1cccnc1)N1CCCCC1,0.83,8,-2,-6,-3,8,-3,17,0.92
Cc1cccc(N2CCN(S(=O)(=O)c3cnc[nH]3)CC2)c1C,0.9,15,3,-10,-3,4,-1,10,0.95
COc1cc(C(=O)NCc2cc3ccccc3n2C)cc(OC)c1OC,1,7,1,-7,-2,-1,-2,-1,1
C#CCOCCOCCOCCNc1nc(N2CCN(C(=O)[C@H](CCC(=O)O)n3cc([C@@H](N)[C@H](C)CC)nn3)CC2)nc(N2CCN(C(=O)[C@H](CCC(=O)O)n3cc([C@@H](N)CC(N)=O)nn3)CC2)n1,0.93,10,0,-5,1,11,-4,7,0.89
OCCN(CCO)c1nc(N2CCCCC2)c2nc(N(CCO)CCO)nc(N3CCCCC3)c2n1,1.2,13,-28,-8,-1,-1,-6,-17,1

Exported with each value named: entries from further up
> Cc1cccc(N2CCN(S(=O)(=O)c3cnc[nH]3)CC2)c1C
  hIAP activ = 0.9
  NALP3 yeast inh = 15
  SENP1 inh = 3
  APOBEC3G inh = -10
  beta cell repl = -3
  mIAP block = 4
  APOBEC3A inh = -1
  hIAP inh = 10
  mIAP activ = 0.95
> COc1cc(C(=O)NCc2cc3ccccc3n2C)cc(OC)c1OC
  hIAP activ = 1
  NALP3 yeast inh = 7
  SENP1 inh = 1
  APOBEC3G inh = -7
  beta cell repl = -2
  mIAP block = -1
  APOBEC3A inh = -2
  hIAP inh = -1
  mIAP activ = 1

Additional records.
SMILES,hIAP activ,NALP3 yeast inh,SENP1 inh,APOBEC3G inh,beta cell repl,mIAP block,APOBEC3A inh,hIAP inh,mIAP activ
COc1cc2cc(Oc3ccc4ccc(=O)oc4c3)c(=O)oc2cc1OC(=O)C=C(C)C,0.88,17,/,-115,3,3,-55,12,0.97
Cc1ccc(C(=O)CCC(=O)Nc2cccc(C(F)(F)F)c2)cc1C,0.93,9,1,-7,-2,-5,-1,7,1
COc1ccc(C[C@](C)(N)C(=O)O)cc1OC,1.1,12,-3,-3,-7,4,-3,-7,0.95
O=C(Nc1nnc(-c2ccccc2Cl)s1)c1ccccc1F,1.1,0,-2,-8,-6,1,-6,-12,0.99
C=CCn1c(Cc2cccs2)nnc1SCC(=O)Nc1ccc(OC)c(OC)c1,1.1,-4,1,-3,-4,-2,2,-11,1
COc1ccccc1OCCn1nnc2ccccc21,0.83,22,2,-4,2,0,-4,17,1
COc1cccc(-c2ncc3ccccc3c2COC(=O)c2ccccc2C(=O)O)c1,0.95,1,0,-10,-4,11,-5,5,0.89
CC(C)Nc1nc(-c2ccccc2)nnc1-c1ccccc1,1.2,13,1,-5,1,-13,-5,-20,1.1
CCN(CC)C(=O)COc1ccc(/C(C)=N/NC(=O)c2ccccc2-n2cccc2)cc1,1,10,1,-5,1,-3,-4,-3,1
C=CCNc1c2c(nc3ncnn13)CC(C)CC2 (configuration not stated),0.93,11,-1,-6,6,-3,-1,7,1

Filtered by structure: the compounds so far containing a CF3 group
SMILES,hIAP activ,NALP3 yeast inh,SENP1 inh,APOBEC3G inh,beta cell repl,mIAP block,APOBEC3A inh,hIAP inh,mIAP activ
CCOC(=O)C(NCCc1ccccc1F)(NC(=O)CC)C(F)(F)F (configuration not stated),0.9,9,1,-10,0,-3,-2,10,1
Cc1ccc(C(=O)CCC(=O)Nc2cccc(C(F)(F)F)c2)cc1C,0.93,9,1,-7,-2,-5,-1,7,1

Next part:
SMILES,hIAP activ,NALP3 yeast inh,SENP1 inh,APOBEC3G inh,beta cell repl,mIAP block,APOBEC3A inh,hIAP inh,mIAP activ
CCOC(=O)c1sc(=NC(=O)c2ccccc2Br)n(C)c1C,0.89,5,3,-7,1,5,-6,11,0.95
COC(=O)/C=C1\SC(=NC(=O)c2ccc(C)cc2)NC1=O,1.1,9,2,-16,-2,2,-1,-7,0.97
CC1CCN(S(=O)(=O)c2ccc3c(c2)oc(=O)n3C)CC1,1.3,23,2,1,-2,2,-1,-25,0.98
O=C(CCN1C(=O)/C(=C/c2ccccc2)SC1=S)N1CCCCCC1,0.95,34,-1,1,0,7,-1,5,0.93
COCCN(C(=O)CSc1nc2ccc(OC)cc2[nH]1)c1c(N)n(Cc2ccccc2)c(=O)[nH]c1=O,1.2,14,2,-4,4,-1,5,-18,1
CCn1c(Cc2ccccc2)nnc1SCC(=O)NC1CCCC1,1.1,0,1,-9,1,1,0,-8,0.99

This is a subset; the hit share may differ from the screen's.
